Mito fusion yeast = inhibitors of mitochondrial division or activators of mitochondrial fusion | AID 485298 | S. cerevisiae fusion-defective mutant growth rescue, CellTiterGlo 48 h | 0.23% of 320,000 active | Potency, µM (series often up to 46.1 µM), inactives show at the highest dose growth rescue (activation), most hits filed as activators;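 note: potency is the fitted concentration of half-maximal effect; % of control where 0% means no effect; nearly all actives have a fitted effect of over 45% in size; temperature-sensitive fusion mutants such as fzo1-1 at 37 °C on non-fermentable ethanol glycerol medium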
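Read-out: ATP-based luminescence (CellTiterGlo, 10 min ambient) reporting growth of fusion-defective ts yeast after 48 hours at 37C on glycerol/ethanol YPEG medium in the presence of compound.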
ELG1 repair inh = blocks ELG1-dependent DNA repair in HEK293T cells. HEK293T ELG1-luciferase reporter, luminescence, 16 h; DNA damage induced by 5-fluorouridine. Potency, µM (top dose mostly 46.1 µM), for inactives: at the highest dose activity change, negative = inhibition, most hits filed as inhibitors. 2.3% of 330,000 active. AID 504467; note: potency is the fitted concentration of half-maximal effect; % is set by controls: 0 for no effect and ±100 for the full control effect; nearly all actives have a fitted effect of over 55% in size
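Cells (2,000 per well) received 5-fluorouridine plus test compound or DMSO and were incubated 16 hr at 37 °C, 5% CO2. Luciferase activity was read by luminescence 30 min after ONE-Glo addition; signal suppression marked inhibition of damage-induced ELG1 function.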
MBNL1 CUG block = inhibitors of human MBNL1 binding to CUG repeat RNA; Potency, µM (doses to about 57.5 µM), for the others: at the top dose activity change, negative = inhibition, actives largely listed as inhibitors; 0.036% of 280,000 active; TR-FRET MBNL1-His/biotin-(CUG)12 binding, 665/545 ratio; AID 2675; active = well fitted inhibition curve with a large enough effect in the signal ratio, with a control signal flat, not every such curve was filed as active; inconclusive = small, poorly fitted or top-dose-only effect, or effect the other way, or a change in a side signal; inactive = no such curve, though single readings can be large or run the other way; the % refers to the signal ratio; note: potency is the fitted concentration of half-maximal effect; % is set by controls: 0 for no effect and ±100 for the full control effect
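His-tagged MBNL1 binding to biotinylated (CUG)12 RNA was measured by TR-FRET using terbium anti-His antibody (0.055 ng/ul final) and streptavidin-XL665 (5 nM final). Compounds were titrated 92 nM to 58 uM; 60 min at room temperature.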
Menin MLL FP TR = displaces Texas Red mutant MLL peptide from human menin; Menin + Texas Red MLL mutant peptide, fluorescence polarization; 0.23% of 270,000 active; Potency, µM (top dose mostly 61.6 µM), without a hit: at the highest dose FP activity change, negative = inhibition, hits mostly inhibitors; O00255; active = well fitted inhibition curve with a large enough effect in the polarisation, with a control signal flat, not every such curve was filed as active; inconclusive = small, poorly fitted or top-dose-only effect, or effect the other way, or a change in a side signal; inactive = no such curve, though single readings can be large or run the other way; the % refers to the polarisation; note: potency is the fitted concentration of half-maximal effect; % of control where 0% means no effect; many of its hits are not listed in these tables
Rab9 promoter act = activators of Rab9 promoter; Huh7 Rab9 promoter-luciferase reporter, luminescence, 24 h; Potency, µM (highest dose often 9.22 µM), for inactives: top-dose activation, negative = inhibition, actives largely listed as activators; 2.8% of 320,000 active; AID 485297; note: potency is the fitted concentration of half-maximal effect; % of control where 0% means no effect; nearly all actives have a fitted effect of over 60% in size
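Cell-based reporter: Huh7 stable for Rab9 promoter-driven luciferase, plated in reduced-serum medium with 10% FBS at 1500 cells/well, compound-treated 24 h at 37 °C, luminescence read after 10 min reagent.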
FLuc modulator = firefly luciferase modulation, counter-screen for miR-21 project. P08659. purified FLuc, Km substrates, luminescence inhibition. Potency, µM (highest dose often 57.5 µM), inactives show at the highest dose activity change, negative = inhibition, most hits filed as inhibitors. 6.9% of 360,000 active. AID 588342;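 note: potency is the fitted concentration of half-maximal effect; plate controls were vehicle for no effect and reference inhibitor for full effect; nearly all actives have a fitted effect of over 55% in size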
Target sequence (P08659 whole entry, looked up): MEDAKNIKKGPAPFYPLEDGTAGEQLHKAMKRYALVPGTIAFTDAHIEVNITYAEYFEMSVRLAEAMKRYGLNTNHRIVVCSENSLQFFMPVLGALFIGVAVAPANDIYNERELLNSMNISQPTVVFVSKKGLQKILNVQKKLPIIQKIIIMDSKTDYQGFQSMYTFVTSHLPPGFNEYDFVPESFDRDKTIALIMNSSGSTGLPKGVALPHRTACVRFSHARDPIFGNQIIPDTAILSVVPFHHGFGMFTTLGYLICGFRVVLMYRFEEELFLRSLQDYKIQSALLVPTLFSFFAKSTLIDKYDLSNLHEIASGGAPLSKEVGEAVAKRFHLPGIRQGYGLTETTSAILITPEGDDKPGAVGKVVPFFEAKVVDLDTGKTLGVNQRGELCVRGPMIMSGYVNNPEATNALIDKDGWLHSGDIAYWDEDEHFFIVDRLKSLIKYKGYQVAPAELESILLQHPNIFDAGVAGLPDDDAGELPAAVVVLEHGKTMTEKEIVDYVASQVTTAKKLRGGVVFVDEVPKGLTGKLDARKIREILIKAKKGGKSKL
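Purified P. pyralis luciferase, 10 nM final, with Km-level 10 uM D-luciferin and 10 uM ATP in 50 mM Tris acetate pH 7.5, 10 mM Mg acetate, 0.01% Tween-20, 0.05% BSA; 6-point qHTS titration about 60 µM downward; luminescence read.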
NPC1 promoter act = activators of NPC1 promoter | Huh7 NPC1 promoter luciferase reporter, 24 h | Potency, µM (titrated, usually from 9.22 µM), inactives show top-dose activation, actives largely listed as activators | 2.4% of 320,000 active;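 note: potency is the fitted concentration of half-maximal effect; % of control where 0% means no effect; nearly all actives have a fitted effect of over 60% in size; reporter is driven by a mutant NPC1 promoter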
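NPC1 promoter–luciferase Huh7 cells; 24 h compound; luminescence.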
KCNH2 3.1 inh = blocks the human KCNH2 3.1 channel isoform; U2OS KCNH2 3.1, thallium flux FluxOr; hits give low values; activity change, % (tested at about 1.8 µM); 0.95% of 340,000 active;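 active = maximum activity change below -70%; inconclusive = maximum activity change from -70% to -50%; inactive = maximum activity change above -50%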;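 note: thallium influx rate constant from kinetic fluorescence after stimulation buffer; % is set by controls: 0 for no effect and ±100 for the full control effect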
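Thallium flux via FluxOr fluorescence (Red40 quencher, 45 min loading) in U2OS cells virally expressing the KCNH2 3.1 isoform (1.77 x 10^8 /mL virus, overnight at 37 C). Rate constants from 2-min kinetic reads post-stimulation, normalised to positive and negative controls.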
Gal4-VP16 FLuc = inhibits Gal4-VP16 luciferase reporter, ROR gamma counter-screen. Drosophila S2 Gal4-VP16 UAS-luciferase, luminescence, 20 h. Potency, µM (top dose mostly 53.6 µM), for inactives: at the top dose activity, negative = inhibition, actives largely listed as inhibitors. 3.5% of 310,000 active. AID 2546;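 note: Gal4-VP16 expression switched on by copper sulfate through the metallothionein promoter; potency is the fitted concentration of half-maximal effect; % is set by controls: 0 for no effect and ±100 for the full control effect; nearly all actives have a fitted effect of over 50% in size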
RORg inh = blocks mouse ROR gamma transcriptional activity; P51450; Drosophila S2 Gal4-RORgamma UAS-luciferase reporter, 20 h; Potency, µM (highest dose often 53.6 µM), for the others: at the top dose activity change, negative = inhibition, actives largely listed as inhibitors; 5.4% of 310,000 active; note: potency is the fitted concentration of half-maximal effect; % is set by controls: 0 for no effect and ±100 for the full control effect; nearly all actives have a fitted effect of over 60% in size
Target sequence (P51450 whole entry, looked up, the tested form may be a part): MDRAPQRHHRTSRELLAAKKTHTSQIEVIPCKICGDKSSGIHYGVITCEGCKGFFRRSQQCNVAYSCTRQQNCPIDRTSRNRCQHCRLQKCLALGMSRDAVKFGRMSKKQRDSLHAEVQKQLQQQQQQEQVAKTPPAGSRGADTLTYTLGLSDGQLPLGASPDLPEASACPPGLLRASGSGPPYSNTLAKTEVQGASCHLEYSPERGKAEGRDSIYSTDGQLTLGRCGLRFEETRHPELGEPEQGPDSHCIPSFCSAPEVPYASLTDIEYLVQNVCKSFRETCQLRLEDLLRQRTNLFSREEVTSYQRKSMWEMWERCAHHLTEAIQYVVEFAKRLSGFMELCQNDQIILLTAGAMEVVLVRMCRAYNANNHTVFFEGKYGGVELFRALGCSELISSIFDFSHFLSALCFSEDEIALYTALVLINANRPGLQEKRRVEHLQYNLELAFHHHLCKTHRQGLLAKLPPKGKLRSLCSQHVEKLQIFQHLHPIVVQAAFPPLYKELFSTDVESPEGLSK
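Luciferase reporter read in Schneider cells carrying Gal4-RORγ (mouse) and UAS-Photinus luciferase; cells given compound 1 h before 700 uM copper sulfate induction, then incubated 20 h at ambient temperature.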
PKM2 activator = PKM2 (human) enzyme activation; P14618; purified PKM2, Kinase-Glo ATP luminescence, activation; response scale: 0% is enzyme alone, no compound; Potency, µM (top dose mostly 57.5 µM), for the others: at the highest dose activation, usual class: activators; 0.34% of 260,000 active; AID 1631; note: potency is the fitted concentration of half-maximal effect; % is set by controls: 0 for no effect and ±100 for the full control effect; nearly all actives have a fitted effect of over 55% in size
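hPK-M2, >95% pure; 0.1 mM ADP / 0.5 mM PEP final; imidazole pH7.2 buffer w/ 7 mM MgCl2, 50 mM KCl; 1 h RT; Kinase-Glo lum. Intermediate enzyme activity for dual inhibitor/activator qHTS.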
* hit, by the source's call; ? = inconclusive; . = no result given; & = joins results of further samples; [ ] = dose if it differs, or a comment. Unless noted, calls come from the whole dose curve; as a rule, active = well fitted curve in the direction sought with a large enough effect; inconclusive = small, poorly fitted or top-dose-only effect, or another doubt; inactive = no such curve, though single readings can be large; an effect the other way counts as inactive or inconclusive. The list is partial (hit frequency here may not be typical).

SMILES	Mito fusion yeast	ELG1 repair inh	MBNL1 CUG block	Menin MLL FP TR	Rab9 promoter act	FLuc modulator	NPC1 promoter act	KCNH2 3.1 inh	Gal4-VP16 FLuc	RORg inh	PKM2 activator
CC(C)(C)c1ccccc1NC(=O)c1c(O)c2cccc3c2n(c1=O)CC3	0%	-13%	4%	?	?	?	15%	.	-15%[10 µM]	-31%	-6%
Cc1cc(C)c(S(=O)(=O)N(C)CC(=O)NCCN2CCOCC2)c(C)c1	4%	5%	-1%	-6%	-1%	0%	3%	23	-1%	2%	.
COc1ccc2c(c1)CCC1C2=NN(/C(C)=C/C(C)=O)C1c1cccc(F)c1 (stereo not given)	16%	13%	7%	9%	10%	?	6%	-9	?	-6%	4%
O=c1c2cc(NC(=S)NCCCN3CCC(Cc4ccccc4)CC3)ccc2nc2n1CCCCC2	0%	?	-3%	?	-14%	3%	-3%	-72*	-10%	-13%	-2%
S=c1[nH]nc(CCc2nc3ccccc3[nH]2)n1-c1cccc(Cl)c1	15%	-17%	-6%	7%	-11%	-9%	-3%	-18	-5%	-9%	-8%
Cc1ccc2c(c1)N(CCC(=O)NC1CCCCC1C)C(=O)CO2 (stereo not given)	-13%	-6%	0%	5%	-2%	0%	0%	-4	-13%	-6%	-2%
COc1ccc(/C=N/NC(=O)C2(C)NC(C)(C)Cc3ccccc32)cc1 (stereo not given)	4%	6%	5%	3%	-2%	-2%	-6%	0	-7%	-2%	5%
CCOc1ccccc1Nc1nc(N)nc(CN(C)C2CCCCC2)n1	4%	-9%	6%	-1%	-6%	6%	-9%	7	-9%	11µM*	-3%
CSc1c(CC(=O)Nc2ccccc2Cl)n(Cc2ccccc2)c2ccccc12	6%	-1%	-2%	12%	3%	-1%	-1%	-21	-14%	-2%	-11%
COC(=O)c1c(NS(=O)(=O)c2ccc3ccccc3c2)sc2c1CCCC2	8%	-4%	3%	?	-2%	5%	-1%	-4	4%	-26%	-4%

Marked active in RORg inh, among the entries above:
canonical_smiles | Mito fusion yeast | MBNL1 CUG block | Menin MLL FP TR | Rab9 promoter act | NPC1 promoter act | RORg inh | PKM2 activator
CCOc1ccccc1Nc1nc(N)nc(CN(C)C2CCCCC2)n1 | 4% | 6% | -1% | -6% | -9% | 11µM* | -3%

Additional results:
SMILES	Mito fusion yeast	ELG1 repair inh	MBNL1 CUG block	Menin MLL FP TR	Rab9 promoter act	FLuc modulator	NPC1 promoter act	KCNH2 3.1 inh	Gal4-VP16 FLuc	RORg inh	PKM2 activator
COc1ccc(S(=O)(=O)N2CCOCC2)cc1C(=O)NC1CCCCCC1	-3%	9%	.	.	-2%	7%	-3%	7	.	.	.
Cc1ccc(-c2csc(NC(=O)c3cccs3)n2)cc1	-1%	?	1%	.	3.5µM*	11µM*	?	-40	-7%	16%	-15%
CC1(C)C(=O)NCCN1C(=O)CCCC(=O)O	5%	8%	-7%	2%	-4%	-2%	-4%	-9	0%	-10%	-1%
O=C(COC(=O)COc1ccccc1)NC1CCCc2ccccc21 (stereo not given)	2%	7%	-5%	-3%	-5%	0%	-2%	6	-13%	-15%	-10%
O=c1cc(CN2CCN(S(=O)(=O)c3ccccc3[N+](=O)[O-])CC2)nc2sccn12	-4%	?	8%	18%	-1%	1%	-5%	1	-1%	11%	-3%
CCc1nc(NCCCn2ccnc2)c2oc3ccccc3c2n1	1%	-22%	-5%	-13%	0%	?	9%	-17	0%	2%	-4%
CC(C)NC(=S)N1CCN(C/C=C/c2ccccc2)CC1	-8%	-13%	-2%	-8%	-6%	2%	-4%	6	7%	5%	1%
CCOC(=O)/C(C#N)=C1\Nc2ccccc2N=C1N(CC(C)C)CC(C)C	15%	-12%	1%	.	-1%	-3%	-3%	-13	5%	-6%	-2%
Cc1c(C)n(CC(O)CNc2ccccc2)c2ccccc12 (stereo not given)	21%	5%	-5%	?	-2%	-6%	-4%	2	-11%	-4%	4%
CCOC(=O)CN1C(c2ccccc2O)Nc2ccc(Br)cc2C1c1ccccc1 (stereo not given)	3%	3%	-12%	11%	-3%	4%	0%	0	7.1µM*	-95%	5%
O=C(CN1C(=O)c2cccnc2Oc2ccc(Cl)cc21)NC1CCCC1	-13%	?	-3%	-10%	3%	0%	-3%	2	-2%	-7%	-5%
O=C(NNc1ncnc2c1cnn2-c1ccc(F)cc1)c1ccco1	-6%	5%	1%	.	11%	-16%	3%	-1	10µM*	8.9µM*	3%
COc1ccccc1NS(=O)(=O)c1cccc(C(=O)N2CCN(C/C=C/c3ccccc3)CC2)c1	-2%	?	1%	-2%	-31%[inhibitor]	4%	0%	-12	2%	2%	3%
Cc1ccc(C(=O)N2CCC(C(=O)NCc3cccnc3)CC2)cc1	?	16%	?	-14%	1%	0%	-2%	1	5%	-26%	-15%
O=C(Nc1nncs1)C1CC(=O)N(C2CCCC2)C1 (stereo not given)	3%	3%	8%	1%	0%	4%	-2%	24	-2%	-35%	-4%
CCCCn1c(N)c(N(CCOC)C(=O)CCCc2cccs2)c(=O)[nH]c1=O	2%	14%	.	.	-8%	-1%	2%	1	.	.	.
CCN(Cc1ccncc1)C(=O)Cc1cccs1	-1%	-11%	-7%	1%	0%	6%	-6%	13	3%	-21%	3%[11.5 µM]
O=C(NC1CC1)c1nc(Cn2ccc([N+](=O)[O-])n2)no1	-16%	9%	23%	1%	-2%	4%	2%	-12	5%	?	.
O=C(O)CC1S/C(=N\N=C2CCCCCCC2)N(c2ccccc2)C1=O (stereo not given)	0%	5%	-3%	2%	-12%	-1%	-10%	1	7%	-2%	-3%
COc1ccc(NS(=O)(=O)c2cccc(C(=O)Nc3cccc(C(=O)O)c3)c2)cc1	-1%	7%	-3%	23%	16%	?	-1%	-13	2%	21%	0%
CCCNC(=O)CS(=O)Cc1nc(-c2ccc(OC)cc2)oc1C (stereo not given)	1%	0%	7%	5%	-2%	-6%	-3%	1	0%	?	-2%
N/C(CC(=O)Nc1cccc(C(F)(F)F)c1)=N/O	4%	-15%	-12%	1%	0%	2%	-9%	9	13%	0%	0%
COc1ccc(Cl)cc1NC(=O)N1CCC(C)CC1	10%	-11%	-2%	1%	-1%	-18%	-3%	-14	4%	-2%	-6%
O=C(CSc1ncn[nH]1)NCCC(c1ccccc1)c1ccccc1	3%	-6%	-1%	1%	5%	0%	-4%	.	-2%	45%	-1%
O=C(CSc1ccc2nnc(-c3cccc(F)c3)n2n1)NCc1ccco1	-1%	-1%	11%	.	2%	4%	-5%	8	6%	7%	1%
COc1cc(/C=C/C(=O)c2c(O)cc(C)oc2=O)cc(OC)c1O	2%	?	9%	27%&15%	2%	-16%	1%	17	-19%&18%	-29%&-31%	12%
Cc1ccc(NC(=O)Nc2ccc(Cl)c(Cl)c2)nc1	-2%	?	-2%	1%	4.5µM*	?	?	-8	-2%	10%	.
CCc1c(C)nc2cc(-c3ccc(Cl)cc3)[nH]n2c1=O	6%	?	2%	6%	?	8.5µM*	4µM*	-1	?	?	-9%
CCOC(=O)C1=C(C)NC(=O)NC1/C=C/c1ccccc1 (stereo not given)	-4%	2%	5%	-4%	0%	5%	1%	0	8%	4%	4%
CCOC(=O)COc1ccc(S(=O)(=O)Nc2ccc3c(c2)OCCO3)cc1	6%	?	-4%	-13%	-5%	-10%	-2%	-7	-22%	7%	-9%
CN1C(=O)C2C(c3ccc(N(C)C)cc3)NN(Cc3ccccc3)C2C1=O (stereo not given)	15%	-9%	?	2%	5%	-11%	-2%	2	19%	-1%	-2%
COc1ccc(-c2nnc3c4ccccc4c(C)nn23)cc1S(=O)(=O)N1CCN(CCO)CC1	0%	?	3%	?	-2%	-3%	-1%	-1	-7%	-12%	?
CC(C)(C)NC(=O)COc1ccc2oc3c(c2c1)CCCC3	21%	0%	-2%	-18%	10%	-17%	-4%	-6	15%	-2%	3%
Cc1c(NS(=O)(=O)c2ccc(C(=O)NCc3ccccc3)cc2)c(=O)n(-c2ccccc2)n1C	-6%	-1%	-2%	-7%	1%	0%	-7%	-4	-5%	4%	1%
COc1cccc(NC(=O)CSc2nc3ccccc3n2C)c1	-3%	?	1%	4%	-5%	?	-2%	-5	-11%	13%	-6%
